Compound activity as filed in PubChem.
CHOP inhibitor = inhibitors of CHOP induction in ER stress response | CHO-K1 CHOP-promoter luciferase, tunicamycin-induced, 15-18 h | inhibition, % at 10 µM | 220,000 tested, 3.8% active;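 active = compounds that reduced the stress-induced luciferase reporter signal by more than about 70% of percent inhibition, limit read from the data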;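 note: 0% = tunicamycin plus vehicle and 100% = wells without tunicamycin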
NPY Y1 blocker = antagonists of human neuropeptide Y receptor Y1; P25929; inhibition, % at 3.6 µM; HEK293-CNG Y1 cells, membrane potential fluorescence; NPY at EC95, then isoproterenol; 200,000 tested, 1% active;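 active = inhibition above the campaign mean inhibition of all tested compounds plus 3 SD, cut at about 20% in these data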;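 note: 0% = DMSO wells given NPY plus isoproterenol and 100% = isoproterenol alone without NPY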
Target sequence (P25929 whole entry, looked up): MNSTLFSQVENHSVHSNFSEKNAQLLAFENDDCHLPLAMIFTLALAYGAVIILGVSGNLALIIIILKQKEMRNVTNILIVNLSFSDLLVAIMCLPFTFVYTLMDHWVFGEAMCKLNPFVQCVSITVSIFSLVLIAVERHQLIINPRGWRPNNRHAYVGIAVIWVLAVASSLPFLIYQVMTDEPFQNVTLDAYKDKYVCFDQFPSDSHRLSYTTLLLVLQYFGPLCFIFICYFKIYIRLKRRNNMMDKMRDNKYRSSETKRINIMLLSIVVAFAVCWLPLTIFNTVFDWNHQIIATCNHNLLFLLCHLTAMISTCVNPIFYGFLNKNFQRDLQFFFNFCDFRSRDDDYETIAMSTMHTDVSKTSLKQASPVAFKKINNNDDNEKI
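material = HEK293 cells with Y1 receptor plus CNG channel | also added = NPY 25 nM then isoproterenol 1 µM plus Ro 20-1724 25 µM | schedule = dye 3 h, compound 60 min room temperature, stimulation 45 min | measured by = membrane potential fluorescence | benchmarks = high control isoproterenol alone, low control NPY with isoproterenol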
NPY-Y2 PAM-ag = potentiators or agonists of human neuropeptide Y receptor Y2; P49146; cells expressing NPY-Y2, potentiator/agonist read-out; activation, % at 3.6 µM; 220,000 tested, 0.45% active; AID 1359; in the data active = activation above about 27%;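 note: cells stimulated with NPY near EC25 plus isoproterenol at EC100; 0% = vehicle plus submaximal agonist and 100% = vehicle plus saturating agonist; some results beyond the cut were filed as inactive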
Target sequence (P49146 whole entry, looked up): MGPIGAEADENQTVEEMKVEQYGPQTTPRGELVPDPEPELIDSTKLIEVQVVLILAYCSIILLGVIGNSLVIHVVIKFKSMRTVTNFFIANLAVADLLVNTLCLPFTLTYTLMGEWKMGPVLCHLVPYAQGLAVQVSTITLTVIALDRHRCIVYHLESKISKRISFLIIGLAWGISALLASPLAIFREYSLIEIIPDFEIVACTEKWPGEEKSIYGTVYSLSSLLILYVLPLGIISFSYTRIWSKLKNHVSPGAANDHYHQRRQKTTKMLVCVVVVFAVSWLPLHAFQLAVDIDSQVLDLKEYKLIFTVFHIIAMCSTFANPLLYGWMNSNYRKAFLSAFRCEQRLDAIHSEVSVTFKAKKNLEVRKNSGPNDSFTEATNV
S1P4 ag = activates the human S1P4 receptor. AID 1509. activation, % at 4.98 µM. O95977. S1P4-expressing cell line, agonist reporter assay. 220,000 tested, 0.35% active; in the data active = activation above about 11%;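 note: 0% = DMSO vehicle and 100% = reference agonist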
NCF1 inh = blocks human p47phox regulatory protein of NADPH oxidases | p47phox/p22phox peptide binding, fluorescence polarization, 2 h | P14598 | inhibition, % at 24.7 µM | AID 1274 | 220,000 tested, 0.53% active;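 active = inhibition above about 30%, limit read from the data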;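 note: 0% = p47phox with labelled peptide and 100% = labelled peptide alone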
S1P4 antag = blocks the human S1P4 receptor | inhibition, % at 4.98 µM | 220,000 tested, 0.26% active | O95977 | S1P4-expressing cells, antagonist mode, reporter read-out; in the data active = inhibition above about 29%;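 note: 0% = wells stimulated with agonist and 100% = vehicle wells without agonist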
NPY-Y1 PAM-ag = potentiators or agonists of human neuropeptide Y receptor Y1; P25929; NPY-Y1 expressing cells, potentiator/agonist activation; activation, % at 3.6 µM; 220,000 tested, 0.37% active; AID 1304; in the data active = activation above about 33%, passing the limit was not always enough;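 note: cells stimulated with NPY at EC10 then isoproterenol at EC100; 0% = low agonist plus stimulus and 100% = saturating agonist plus stimulus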
Ba/F3 V617F tox = loss of viability in JAK2V617F-driven Ba/F3 cells | Ba/F3 EpoR-JAK2V617F viability, ATP luminescence | inhibition, % at 5.6 µM | 220,000 tested, 1.1% active | AID 1446;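 active = inhibition above the campaign mean plus 3 SD over all tested compounds, cut at about 24% in these data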;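 note: cytokine-independent growth of Ba/F3 cells driven by EpoR plus mutant JAK2; 0% = DMSO-treated cells and 100% = JAK inhibitor I control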
BaF3 parental = counter-screen for JAK2V617F inhibitors: parental Ba/F3 viability inhibitors; CellTiter-Glo ATP luminescence; inhibition, % at 5.6 µM; 220,000 tested, 1.1% active;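 active = inhibition above a per-campaign cutoff, the mean inhibition of all tested compounds plus 3 SD, cut at about 27% in these data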;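 note: 0% = DMSO wells and 100% = JAK Inhibitor I control wells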
Active calls of the source: *; · = no result given.

1	CC(C)(C)c1ccc(C2(C)NC(=O)N(CC(=O)Nc3ccc4c(c3)OCO4)C2=O)cc1 (stereo not given)
2	Cn1cnc2cc(NC(=O)c3ccc(Cl)cc3)ccc21
3	COc1ccc(C2=NN(C(=O)CSc3nc4ccccc4s3)C(c3ccc(OC)cc3)C2)cc1 (stereo not given)
4	CN1CCN(CC(O)(c2ccc(Cl)cc2)c2ccc(Cl)cc2)CC1
5	CCOC(=O)Cc1csc(NC(=O)NC2(C(F)(F)F)Oc3ccccc3O2)n1
6	CN(Cc1ccccc1)C(=O)c1cc(-c2ccc(Br)cc2)on1
7	N=c1c2c3c(sc2ncn1CCCN1CCOCC1)CCCCC3
8	CC1CC(C)CN(C(=O)C(C)N(C)CC(=O)Nc2ccc(Cl)cc2)C1 (stereo not given)
compound no.	1	2	3	4	5	6	7	8
CHOP inhibitor	37	-10	16	17	92*	63	-13	-7
NPY Y1 blocker	-3	-2	0	5	-8	2	7	-2
NPY-Y2 PAM-ag	0	-12	1	-3	-6	-11	-19	-33
S1P4 ag	-0.8	-0.1	0.8	3.1	-4.5	-0.5	-0.4	-2.1
NCF1 inh	-8	3	-11	-5	-8	-19	-1	·
S1P4 antag	-16	-11	-9	3	2	-3	-5	1
NPY-Y1 PAM-ag	5	-8	-23	-16	-13	-15	-17	1
Ba/F3 V617F tox	1	5	-4	5	13	0	-2	7
BaF3 parental	5	5	5	9	12	8	3	8

9	CCOc1cc(CNn2cnnc2)ccc1OCC(=O)NC1CCCCC1
10	COCn1c(-c2cccc(Br)c2)nc2ccccc21
11	Cc1ccc(S(=O)(=O)N2CCC(C(=O)Nc3nnc(COc4ccccc4)s3)CC2)cc1
12	O=C1c2ccccc2C(=O)N1CC(=O)N1c2ccccc2Sc2ccccc21
13	COc1ccc(NS(=O)(=O)c2coc(C(N)=O)c2)cc1Cl
14	CCN(CC)S(=O)(=O)c1ccc(/C(O)=C2/C(=O)C(=O)N(CCOC)C2c2ccccc2)cc1 (stereo not given)
15	COc1ccc(C2=NOC(C(=O)Nc3cc(C)on3)C2)cc1 (stereo not given)
16	CCCCCCCn1c(NC(=O)CC)nc2ccccc21
compound no.	9	10	11	12	13	14	15	16
CHOP inhibitor	5	·	32	25	-8	7	61	25
NPY Y1 blocker	-1	18	-7	-1	1	3	1	·
NPY-Y2 PAM-ag	-7	-32	-1	3	-5	6	-21	-1
S1P4 ag	1.1	82*	-0.3	-1.4	-2.9	-0.1	1.7	0.3
NCF1 inh	-7	·	-3	2	0	-7	-21	-7
S1P4 antag	-26	15	-15	-4	5	-15	10	7
NPY-Y1 PAM-ag	-4	-22	8	9	11	-6	-13	15
Ba/F3 V617F tox	-5	-3	-1	5	3	4	5	1
BaF3 parental	1	4	4	7	0	5	6	-1

17	CCOC(=O)Cc1csc(NC(=O)CC)n1
18	Cn1c(=O)c2c(ncn2CC(=O)OCC(=O)Nc2ccc(Cl)cc2)n(C)c1=O
19	Cc1ccc(NC(=O)Cc2ccccc2Cl)cc1S(=O)(=O)N(C)C
20	CCC(=O)NS(=O)(=O)c1cccnc1Nc1ccccc1Cl
21	CCOC(=O)CSc1nnc(-c2c[nH]c3ccccc23)n1CC
22	O=C(CN1C(=O)COCC1=O)N1CCOCC1
23	CCN1CCCC1CNCc1cc(OC)c(OC)c(OC)c1 (stereo not given)
24	C#CCNC(=O)C1=C[C@H](c2cn(C(C)=O)c3ccccc23)C[C@H](OCc2ccc(CO)cc2)O1
compound no.	17	18	19	20	21	22	23	24
CHOP inhibitor	24	4	21	44	21	-19	16	31
NPY Y1 blocker	-1	-5	-3	24*	2	2	-3	1
NPY-Y2 PAM-ag	6	-4	-1	-17	14	9	3	20
S1P4 ag	1.1	2.1	3.6	-3.0	1.8	-1.3	-1.3	-3.5
NCF1 inh	-9	-1	-8	-14	0	1	-9	-18
S1P4 antag	-11	-12	-33	9	-1	-8	-7	8
NPY-Y1 PAM-ag	-7	7	-15	-28	9	-20	14	13
Ba/F3 V617F tox	5	4	1	-2	-2	0	-3	-1
BaF3 parental	4	3	4	2	12	1	2	4

25	CCn1c(O)c(N=NC(=O)CNc2cccc(C)c2)c2ccccc21
26	CN1CCC(=NNC(=O)c2cn(-c3ccccc3)nc2-c2ccccc2)CC1
27	CC1(C)CC(=O)C(C=NCCN2CCN(CCCCS(=O)(=O)O)CC2)=C(O)C1
28	N#Cc1cc2c(nc1SCC1COc3ccccc3O1)CCC2 (stereo not given)
29	Cn1c(SCC(=O)Nc2cccc(NC(=O)c3cccs3)c2)nnc1-c1ccncc1
30	CC1=NNC(=O)C1CC(=O)N/N=C/C(Br)=C/c1ccccc1 (stereo not given)
31	COc1ccccc1CNC(=O)c1oc2ccc(S(=O)(=O)N3CCCC3)cc2c1C
32	Clc1ccccc1Cn1nnc2c(N3CCCC3)ncnc21
compound no.	25	26	27	28	29	30	31	32
CHOP inhibitor	12	-11	16	1	-4	27	11	24
NPY Y1 blocker	5	10	-4	7	-2	·	4	7
NPY-Y2 PAM-ag	-2	-5	-8	-19	7	-4	8	-5
S1P4 ag	1.0	0.0	0.3	1.2	0.1	-1.6	0.7	-1.9
NCF1 inh	0	-1	-7	-12	-4	-4	-9	-14
S1P4 antag	-12	-13	0	-2	-17	10	14	10
NPY-Y1 PAM-ag	-37	3	11	-11	5	-2	29	-3
Ba/F3 V617F tox	0	4	2	-1	-3	-1	-1	4
BaF3 parental	6	3	3	8	1	-4	5	5

Complete entries, looked up by structure. Values in the order: CHOP inhibitor	NPY Y1 blocker	NPY-Y2 PAM-ag	S1P4 ag	NCF1 inh	S1P4 antag	NPY-Y1 PAM-ag	Ba/F3 V617F tox	BaF3 parental
`Cn1cnc2cc(NC(=O)c3ccc(Cl)cc3)ccc21` is entered as -10	-2	-12	-0.1	3	-11	-8	5	5
`CCC(=O)NS(=O)(=O)c1cccnc1Nc1ccccc1Cl` is entered as 44	24*	-17	-3.0	-14	9	-28	-2	2

Next entries.
33	COCCN1CCN(c2cc(-c3ccccc3)nc3cc(-c4cccc(F)c4)nn23)CC1
34	COc1ccc(-c2ccc(C#N)c(OC)n2)cc1
35	COc1ccccc1N1CCN(CCCC(=O)c2ccc(F)cc2)CC1
36	CCOC(=O)/C(C#N)=C1\CC2CCC1(C)C2(C)C (stereo not given)
37	COc1ccc(N(C(C)=O)S(=O)(=O)c2cccs2)cc1
38	COc1ccccc1/C=C/C=C1N=C(/C=C/c2ccc(Cl)cc2)OC/1=O
39	Cc1ccc(C(=O)NC(C)C(c2cccs2)N2CCCC2)s1 (stereo not given)
40	CCN(CCCNC(=O)CN(C)S(=O)(=O)c1cccc2nsnc12)c1ccccc1
compound no.	33	34	35	36	37	38	39	40
CHOP inhibitor	80*	35	11	-7	-10	2	14	12
NPY Y1 blocker	0	1	7	-3	6	9	6	-5
NPY-Y2 PAM-ag	6	-8	-14	-15	11	-3	1	6
S1P4 ag	-0.8	1.0	-0.2	-0.4	0.6	1.0	-0.2	0.0
NCF1 inh	-19	-15	-14	0	2	-29	4	-2
S1P4 antag	-13	-8	0	-4	-9	-34	1	-10
NPY-Y1 PAM-ag	-7	-8	-19	2	-8	-13	3	1
Ba/F3 V617F tox	1	-2	1	4	-4	2	3	-2
BaF3 parental	6	0	2	8	3	1	5	8

41	CC(CCc1ccccc1)NC(=O)C1CCN(c2nnc(-n3cccc3)s2)CC1 (stereo not given)
42	COc1cc(-c2nc(CN3CCN(c4ncccn4)CC3)c(C)o2)ccc1F
43	CCCCC(=O)N/C(N)=N/c1nc2ccccc2o1
44	CCc1c(C(=O)N/N=C/c2ccc(C)o2)csc1C
45	Cc1onc(-c2c(F)cccc2Cl)c1-c1nnc(-c2ccc(C(F)(F)F)cc2)o1
46	O=S(=O)(NCC(c1ccco1)N1CCN(c2ccccc2)CC1)c1ccc(F)cc1 (stereo not given)
47	COc1ccc(NCc2nnc(SCC(=O)N3CCCc4ccccc43)o2)cc1
48	CCOCCCNS(=O)(=O)c1ccc2c(c1)CCN2C(C)=O
compound no.	41	42	43	44	45	46	47	48
CHOP inhibitor	14	-10	-10	-16	-11	50	4	14
NPY Y1 blocker	11	5	·	5	·	0	-8	3
NPY-Y2 PAM-ag	4	-5	-23	-12	-30	-4	-3	12
S1P4 ag	0.6	0.2	0.3	-0.4	0.0	0.8	-0.2	-1.6
NCF1 inh	-7	-1	-4	-2	2	-1	8	-16
S1P4 antag	4	-19	6	-8	16	-19	1	2
NPY-Y1 PAM-ag	3	1	3	-9	-47	9	-20	-7
Ba/F3 V617F tox	-2	-1	-1	0	3	0	3	-2
BaF3 parental	5	1	0	1	1	8	3	5

Reprinted at random: 5 entries already listed.
48	CCOCCCNS(=O)(=O)c1ccc2c(c1)CCN2C(C)=O
46	O=S(=O)(NCC(c1ccco1)N1CCN(c2ccccc2)CC1)c1ccc(F)cc1 (stereo not given)
44	CCc1c(C(=O)N/N=C/c2ccc(C)o2)csc1C
47	COc1ccc(NCc2nnc(SCC(=O)N3CCCc4ccccc43)o2)cc1
41	CC(CCc1ccccc1)NC(=O)C1CCN(c2nnc(-n3cccc3)s2)CC1 (stereo not given)
compound no.	48	46	44	47	41
CHOP inhibitor	14	50	-16	4	14
NPY Y1 blocker	3	0	5	-8	11
NPY-Y2 PAM-ag	12	-4	-12	-3	4
S1P4 ag	-1.6	0.8	-0.4	-0.2	0.6
NCF1 inh	-16	-1	-2	8	-7
S1P4 antag	2	-19	-8	1	4
NPY-Y1 PAM-ag	-7	9	-9	-20	3
Ba/F3 V617F tox	-2	0	0	3	-2
BaF3 parental	5	8	1	3	5

The list continues:
49	CC1=CC(C)(C)N2C(=O)C3(C(C#N)=C(N)Oc4cc(O)ccc43)c3cccc1c32 (stereo not given)
50	CCc1nnc(NC(=O)CSc2nccn2-c2cc(C)cc(C)c2)s1
51	Cc1cc(C)cc(NC(=O)CCNS(=O)(=O)c2ccc3c(c2)oc(=O)n3C)c1
52	O=C(CSc1nnc2ccccn12)NC(=O)NC1CCCCC1
53	O=C(NC(=S)NCc1ccccc1)c1cccnc1
54	Cc1ccccc1CSCc1ccc(C(=O)NCCCN2CCOCC2)o1
55	O=C(O)c1ccc2c(=O)n(-c3ccccc3)c(=S)[nH]c2c1
56	CC(=O)Nc1ccc(OCC(=O)N(CC(C)C)C2CCS(=O)(=O)C2)cc1 (stereo not given)
compound no.	49	50	51	52	53	54	55	56
CHOP inhibitor	51	42	-13	29	5	27	-18	11
NPY Y1 blocker	-3	4	7	7	5	1	·	4
NPY-Y2 PAM-ag	10	-7	10	-18	-3	11	-8	9
S1P4 ag	-0.3	1.5	0.7	0.0	2.3	0.6	1.2	-2.1
NCF1 inh	-21	-10	-13	2	0	-10	-10	-4
S1P4 antag	7	6	0	2	6	2	4	0
NPY-Y1 PAM-ag	40	-1	-8	-6	24	4	-6	3
Ba/F3 V617F tox	1	-3	-3	2	-1	0	-1	-3
BaF3 parental	4	1	5	3	8	5	-10	-6

57	CC(NC(=O)c1ccc(N2CCNCC2)c([N+](=O)[O-])c1)C12CC3CC(CC(C3)C1)C2 (stereo not given)
58	CC(C)C(C)(C#N)NC(=O)CSc1nc2scc(-c3ccc(F)cc3)c2c(=O)n1Cc1ccccc1 (stereo not given)
59	CCCCn1nc(-c2ccccc2)c2nc3ccccc3nc21
60	COC(=O)c1ccc(NC(=S)NCCCn2ccnc2)cc1
compound no.	57	58	59	60
CHOP inhibitor	24	23	23	2
NPY Y1 blocker	-8	7	-3	-4
NPY-Y2 PAM-ag	24	1	-2	-2
S1P4 ag	0.8	-1.6	-0.2	1.0
NCF1 inh	12	-48	5	-9
S1P4 antag	-23	-12	-14	-6
NPY-Y1 PAM-ag	32	-6	1	7
Ba/F3 V617F tox	3	1	2	1
BaF3 parental	4	6	7	9
